# AmpC inh no detg: blocks E. coli AmpC beta-lactamase in detergent-free assay | AmpC nitrocefin hydrolysis, absorbance 480 nm, 0.0001% Triton | Potency, µM (top dose mostly 57.1 µM), for the others: top-dose activity change, negative = inhibition, usual class: inhibitors | 0.52% of 330,000 active;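 note: potency is the fitted concentration of half-maximal effect; plate controls were no compound for no effect and no enzyme for full effect; nearly all actives have a fitted effect of over 20% in size; some results filed as inactive show a strong effect at the top dose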
# Target sequence (P00811 whole entry, looked up): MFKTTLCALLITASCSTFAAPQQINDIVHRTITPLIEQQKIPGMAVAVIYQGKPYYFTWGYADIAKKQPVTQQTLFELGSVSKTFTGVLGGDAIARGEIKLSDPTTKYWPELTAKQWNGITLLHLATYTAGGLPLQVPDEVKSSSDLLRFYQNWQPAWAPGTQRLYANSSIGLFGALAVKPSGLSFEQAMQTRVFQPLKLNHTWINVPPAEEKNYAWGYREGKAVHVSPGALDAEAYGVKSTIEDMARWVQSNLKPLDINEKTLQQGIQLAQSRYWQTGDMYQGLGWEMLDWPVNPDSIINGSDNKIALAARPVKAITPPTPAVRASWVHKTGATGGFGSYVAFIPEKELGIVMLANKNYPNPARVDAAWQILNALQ
#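 AmpC (5.3 nM in the dispensed reagent) in 20 mM phosphate pH 7.0 with 0.01% (detergent screen) or 0.0001% Triton X-100 was preincubated with compounds for 15 min at room temperature. Nitrocefin was then added from an 800 uM solution, and hydrolysis was followed at 480 nm.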
# AmpC inh detg: inhibitors of E. coli AmpC beta-lactamase with detergent | AmpC hydrolysis of nitrocefin, absorbance 480 nm, 0.01% Triton | Potency, µM (titrated, usually from 114 µM), without a hit: at the highest dose activity change, negative = inhibition, most hits filed as inhibitors | 0.041% of 370,000 active | AID 485294;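 note: potency is the fitted concentration of half-maximal effect; 0% = no-compound wells and -100% = no-enzyme wells; nearly all actives have a fitted effect of over 25% in size; some results filed as inactive show a strong effect at the top dose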
#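 AmpC (5.3 nM in the dispensed reagent) in 20 mM phosphate pH 7.0 with 0.01% (detergent screen) or 0.0001% Triton X-100 was preincubated with compounds for 15 min at room temperature. Nitrocefin was then added from an 800 uM solution, and hydrolysis was followed at 480 nm.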
# CHX counter: affects cycloheximide protein synthesis inhibition readout, counter-screen; cell reporter, cycloheximide protein synthesis inhibition counterscreen; max response, %; 12% of 300,000 active; in the data active = max response mostly above about 13%, no sharp cut-off; inactive = mostly below about 14%; note: read at 38.3 µM for the half of the compounds with a filed dose; 0% is about no effect
# AMA1 RON2 block: disrupts binding of P. falciparum AMA1 to RON2 | 0.2% of 360,000 active | Potency, µM (series often up to 58.2 µM), without a hit: top-dose activity change, negative = inhibition, most hits filed as inhibitors | AlphaScreen AMA1-biotinylated RON2 peptide binding | AID 720542;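 note: potency is the fitted concentration of half-maximal effect; 0% = vehicle wells and -100% = peptide control; nearly all actives have a fitted effect of over 45% in size; some results filed as inactive show a strong effect at the top dose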
#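 AMA1 (3D7) with his tag at 25 nM final met compounds first, then biotinylated RON2 peptide at 25 nM; detection used donor plus acceptor beads, 10 µg/mL apiece, read by AlphaScreen after 30 min at room temperature.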
# HCMV antiviral: inhibitors of human cytomegalovirus | AID 1259415 | 4.5% of 410,000 active | activity change, negative = inhibition, % at 57.5 µM | HFF cells, HCMV-luciferase reporter, 72 h; stronger effect = lower value; in the data active = activity change below about -60%; inconclusive = no clear call, values can overlap the other calls; inactive = above about -39%; note: % is set by controls: 0 for no effect and ±100 for the full control effect
#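 Human foreskin fibroblasts infected with luciferase-reporter HCMV at MOI 1 PFU/cell, compounds at two doses. Luciferase measured 72 h post infection; normalized to buffer-only basal and Salinomycin (10uM) controls.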
# FBPA Giardia inh: inhibitors of Giardia lamblia fructose-1,6-bisphosphate aldolase | A8B2U2 | purified Giardia FBPA | Potency, µM (doses to about 59.6 µM), inactives show at the highest dose activity, negative = inhibition, actives largely listed as inhibitors | 0.71% of 290,000 active | AID 2451; note: potency is the fitted concentration of half-maximal effect; % is set by controls: 0 for no effect and ±100 for the full control effect; nearly all actives have a fitted effect of over 55% in size
# Target sequence (A8B2U2 whole entry, looked up): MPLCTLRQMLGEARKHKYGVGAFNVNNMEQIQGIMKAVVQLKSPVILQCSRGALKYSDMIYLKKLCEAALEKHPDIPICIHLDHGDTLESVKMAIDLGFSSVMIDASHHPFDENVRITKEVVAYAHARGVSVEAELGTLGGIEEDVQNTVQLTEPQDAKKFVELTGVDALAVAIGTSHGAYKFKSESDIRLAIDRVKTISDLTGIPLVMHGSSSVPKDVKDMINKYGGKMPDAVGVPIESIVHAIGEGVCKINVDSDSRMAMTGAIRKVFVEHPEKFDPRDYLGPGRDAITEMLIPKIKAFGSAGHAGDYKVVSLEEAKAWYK
#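 Giardia FBPA (40 nM reagent) was preincubated 10 min at RT with compound (up to 57.5 uM final), then substrate plus GAPDH/TPI/NAD/arsenate coupling system with diaphorase/resazurin was added; resorufin fluorescence (525/598 nm) was read after 20 min.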
# Shiga toxin inh: Shiga toxin inhibition | Vero cells, Shiga toxin protein synthesis inhibition reporter | 9.2% of 290,000 active | inhibition, % at 38.7 µM | AID 2315; in the data active = inhibition mostly above about 28%, no sharp cut-off; inactive = mostly below about 43%; note: 0% is about no effect
# The depositor's hits bear a star; ? = inconclusive; / = not tested or not shown; & = joins results of further samples; [ ] = another dose, or the depositor's remark. Unless noted, calls come from the whole dose curve; as a rule, active = well fitted curve in the direction sought with a large enough effect; inconclusive = small, poorly fitted or top-dose-only effect, or another doubt; inactive = no such curve, though single readings can be large; an effect the other way counts as inactive or inconclusive. The order is random; about 16% have a hit in one of these screens.
SMILES,AmpC inh no detg,AmpC inh detg,CHX counter,AMA1 RON2 block,HCMV antiviral,FBPA Giardia inh,Shiga toxin inh
CC(C(=O)N1CCN(Cc2ccccc2)CC1)n1ncn2cccc2c1=O (stereo not given),-8%,-5%,-2,-2%,-11,-2%,0
O=C(Nc1ccccc1O)c1csc2c1CCCC2,-31%,-4%,35*,-6%,14,-13%,98*
O=C(NCc1ccc2c(c1)OCO2)c1ccc(-c2ccc(Cl)cc2)o1,-16%,-10%,-4,-11%,-29,0%,35
CCOc1ccc(NC(=O)NC2(C(=O)NCc3ccco3)CCCCC2)cc1,-4%,-3%,0,15%,-7,1%,-7
Cc1cc(C)cc(OCc2nnc(SCC(=O)OC3CCCCC3)o2)c1,-14%,-14%,1,0%,6,6%,-9
CC#CC(=O)N1CCC(CCC(=O)N(C)Cc2ccccc2)CC1,11%,-11%,5,-3%,?,9%,7
O=C(/C=C\Nc1ccccc1Br)c1ccc2c(c1)OCO2,-23%,5%,-3,?,-33,-10%,-6
Cc1ccc(S(=O)(=O)NCCCn2ccnc2)cc1,-15%,?,-1,5%,?,5%,-10
O=C(Nc1nc(-c2cccs2)cs1)c1ccc(Cl)cc1,28µM*,6%,29,-4%,3,-14%,41
O=C(NCCn1cccn1)C1CCC(=O)N(CCc2cccc(F)c2)C1 (stereo not given),1%,-7%,-2,-7%,-13,/,-1
COc1ccc(C(=O)N/N=C(\CCC(=O)O)c2ccc(C(C)(C)C)cc2)cc1OC,-32%,-13%,7,10%,37,3%,23
COCCNC(=O)c1cccc(C)c1[N+](=O)[O-],-36%,-13%,-3,7%,40,3%,-12
COc1cccc(CNC(=O)c2nnn(CC(=O)Nc3cc(C)ccc3C)c2N)c1,-24%,-4%,8,-13%,?,12%,-4
COc1cccc(-c2cc(C(=O)Nc3nc4ccccc4s3)c3ccccc3n2)c1,-21%,?,24,-12%,83,1%,42
CC(C)(C)NC(=O)CSc1nc2[nH]ncc2c(=O)[nH]1,-5%,?,-2,11%,41,4%,9
O=C(c1ccccc1)n1ccn(-c2ccccc2)c1=S,-31%,0%,6,-8%,-10,7%,19
CCc1noc(C)c1C(=O)N1CCCC(C(=O)c2cc(F)ccc2F)C1 (stereo not given),23%,-6%,-1,-2%,-25,3%,22
Cn1c(O)c(C=NCCOc2ccc(Cl)cc2)c(=O)n(C)c1=O,39%,?,-5,0%,46,3%,-12
Brc1ccc(CSc2nnc(-c3cccnc3)o2)cc1,20%,-7%,-2,-5%,-68*,2%,7
O=C(CSc1ccc2nnc(-c3cccnc3)n2n1)NCc1ccco1,-11%,6%,3,-2%,47,-13%,-19
CC(=O)N1N=C(c2ccc(C(C)(C)C)cc2)OC1(C)C,0%,2%,2,1%,14,6%,1
CN(C(=O)COC(=O)CNC(=O)C1CCCCC1)c1ccccc1,-2%,2%,/,7%,23,/,/
Fc1ccc(C(c2nnnn2Cc2ccccc2)N2CCSCC2)cc1 (stereo not given),-1%,-13%,-1,-2%,17,6%,-14
O=C(NC1CC2CCC(C1)N2Cc1ccccc1)c1cccc(F)c1 (stereo not given),78%[activator],?,-1,15%,1,-7%,-3
CC1=C(C(=O)OC2CCCCC2)C(c2ccc(F)cc2)NC(=O)N1 (stereo not given),-20%,0%,-4,0%,-38,2%,-4

# A stretch of the results above, as a working copy:
SMILES,AmpC inh no detg,AmpC inh detg,CHX counter,AMA1 RON2 block,HCMV antiviral,FBPA Giardia inh,Shiga toxin inh
COCCNC(=O)c1cccc(C)c1[N+](=O)[O-],-36%,-13%,-3,7%,40,3%,-12
COc1cccc(CNC(=O)c2nnn(CC(=O)Nc3cc(C)ccc3C)c2N)c1,-24%,-4%,8,-13%,?,12%,-4

# The list continues:
SMILES,AmpC inh no detg,AmpC inh detg,CHX counter,AMA1 RON2 block,HCMV antiviral,FBPA Giardia inh,Shiga toxin inh
CCN=C1S/C(=C\c2cc(Br)c(O)c(OC)c2)C(=O)N1CC,-27%,?,-1,-6%,-23,-15%,-3
COC(=O)c1cccc(N(CC(=O)NC2CCCC2)C(=O)CNC(=O)c2cccs2)c1,-12%,-8%,-4,6%,-2,1%,7
CC(C)Oc1ccc(CNC(=O)C2CCCN(S(=O)(=O)N3CCOCC3)C2)cc1 (stereo not given),31%,-2%,-2,0%,7,7%,16
CN(Cc1ccccc1)C(=S)NC(=O)C1CCCCC1,-10%,14%,28*,60%[activator],-9,17%,46
Cn1c(=O)c(C(=O)COC(=O)c2cc(C(F)(F)F)nc3c(C(F)(F)F)cccc23)c(N)n(CC2CC2)c1=O,-32%,?,-4,/,28,-10%&-3%,-17
COCCNC(=S)N/N=C/c1ccc(OCc2ccc(C(=O)OC)cc2)c(OC)c1,-17%,-12%,-1,91%[activator],/,5%,4
Cc1csc(NC(=O)Cc2ccc(F)cc2)n1,-19%,?,34*,-8%,33,13%,77*
CSc1ccc(/C=N/n2nnnc2N)cc1,-19%,-19%,27*,-3%,29,4%,24
Cc1cccc(OCC(=O)NCC(=O)N/N=C/c2cc(Br)cc(Br)c2O)c1,-17%,-7%,3,-6%,-83*,19%,-7
O=C(N/N=C/c1ccc([N+](=O)[O-])o1)c1cc(-c2ccncc2)nc2ccccc12,-24%,-13%,2,15%,-67*,-10%,27
CCc1nnc(NS(=O)(=O)c2ccc(NS(=O)(=O)c3ccccc3[N+](=O)[O-])cc2)s1,-17%,4%,-1,3%,80,-11%,-4
COc1cc(OC)cc(-c2c(C#Cc3ccsc3)c3cc(-c4cnc(OC)nc4)ccc3n2C)c1,-11%,10%,/,10%,-16,/,/
CCOC(=O)[C@@H]1[C@H]2COc3cc(OC)ccc3[C@@H]2N2C(=O)N(c3cccc(C)c3)C(=O)[C@@]12C,53%,?,-1,-2%,-32,8%,-1
CCCCCCN1CCN(c2ccccc2Cl)CC1,-19%,-6%,-3,9%,-32,?,29
CC(=O)c1ccc(Nc2cc(C)nc3nc(C)nn23)cc1,3%,?,-5,0%,15,1%,-5
COc1ccc2oc(=O)c(-c3nc(C)cs3)cc2c1,-15%,-8%,32*,-4%,64,-1%,45*
CC(=NCC1CCCO1)c1c(O)n(C2CCCCC2)c(=O)[nH]c1=O (stereo not given),5%,-9%,35,-8%,-20,5%,9
CCc1cccc(CC)c1NC(=S)N(CCN(C)C)C(C)c1cccnc1 (stereo not given),3%,10%,7,6%,-6,0%,-1
CCN(CC)S(=O)(=O)c1ccc(OC)c(NC(=O)c2cc(C)on2)c1,-11%,1%,12,-17%,-30,3%,-17
CCN(CC(=O)NC1CCS(=O)(=O)C1)S(=O)(=O)c1ccc2ccccc2c1 (stereo not given),-6%,-7%,-5,-4%,-22,2%,-5
CCOC(=O)N1CCN(S(=O)(=O)c2cc3c(cc2C)NC(=O)CO3)CC1,-4%,-3%,-3,-4%,-16,8%,-16
COc1ccccc1C1CCCN1Cc1nc(-c2cc3c(cc2Cl)OCO3)oc1C (stereo not given),70%[activator],-7%,-1,-11%,-24,-21%,2
Cc1cccc(N(CC(=O)NC(C)C)C(=O)CCC(=O)Nc2ccccn2)c1,2%,-9%,8,-6%,16,15%,-5
CCOc1ccc(-c2nnc(SCc3nc4ccccc4[nH]3)n2N)cc1,2%,-4%,42*,2%,-12,14%,82
COc1ccc(OC)c(Nc2nc(N)nc(CSc3nnc(N)s3)n2)c1,-12%,4%,-2,-2%,15,3%,-2

# Exported bar-delimited: three of the compounds above
canonical_smiles | AmpC inh no detg | AmpC inh detg | CHX counter | AMA1 RON2 block | HCMV antiviral | FBPA Giardia inh | Shiga toxin inh
COc1cc(OC)cc(-c2c(C#Cc3ccsc3)c3cc(-c4cnc(OC)nc4)ccc3n2C)c1 | -11% | 10% | / | 10% | -16 | / | /
CCOC(=O)[C@@H]1[C@H]2COc3cc(OC)ccc3[C@@H]2N2C(=O)N(c3cccc(C)c3)C(=O)[C@@]12C | 53% | ? | -1 | -2% | -32 | 8% | -1
CCCCCCN1CCN(c2ccccc2Cl)CC1 | -19% | -6% | -3 | 9% | -32 | ? | 29

# Next part:
SMILES,AmpC inh no detg,AmpC inh detg,CHX counter,AMA1 RON2 block,HCMV antiviral,FBPA Giardia inh,Shiga toxin inh
CCOC(=O)c1ccc(N2C(=O)C3CC=C(C)CC3C2=O)cc1 (stereo not given),9%,-14%,-1,0%,-1,14%,4
Cc1cc(C(=O)NC2Cc3ccccc3C2)c(C)o1,78%[activator],-8%,57*,-6%,69,0%,66*
Cc1ccc2nc(NNC(=O)c3ccc4c(c3)OCCO4)sc2c1,-15%,?,9,101%[activator],124,0%,-5
COC(=O)N/N=C/c1cc(N=Nc2ccccc2)ccc1O,21%,-1%,25*,71%[activator],4,0%,47
COc1ccc(-c2ccnc(SCC(=O)Nc3ccccn3)n2)cc1,-6%,0%,-1,-6%,6,2%,2
CC1(C)C(=O)Nc2ccccc2N1C(=O)COC(=O)C1CCCCC1,-8%,-1%,-2,22%,-4,3%,-18
CC(=O)N1CCN(C(=O)c2cc3c(s2)CCC(C)C3)CC1 (stereo not given),-11%,-13%,/,-12%,8,/,/
Fc1ccc(C2=NOC(c3nnc(-c4ccccc4)o3)C2)cc1 (stereo not given),-5%,0%,8,-14%,-65*,2%,6
CNC(=S)N/N=C/c1c(Cl)cccc1Cl,-12%,-6%,-2,63%[activator],-20,-15%,-4
Cc1ccc(/C=c2\sc3nc(-c4cccnc4)nn3c2=O)cc1,-18%,0%,-2,6%,24,-3%,2
Cc1cc(C)c2c(CCl)cc(=O)oc2c1,-20%,-1%,-4,4%,-95*,-8%,-6
CCOc1ccc(Nc2cc3n(c(=O)n2)CCc2cc(OC)c(OC)cc2-3)cc1,-6%,0%,-3,-5%,8,0%,-7
CCCc1cc(=O)[nH]c(SCc2ccc(Cl)cc2)n1,-23%,3%,-2,25%,-1,-3%,-12
CC(=O)Nc1cccc(OCC(=O)Nc2ccccc2)c1,-29%,-2%,47*,6%,61,-1%,114*
CCCn1c2ccc(C)cc2c2nnc(SCCN3CCCCC3)nc21,33%,-6%&2%,-5,9%,28&8,3%,-11
O=C(CCN1C(=O)c2ccccc2S1(=O)=O)Nc1ccc2c(c1)OCCO2,-10%,?,34*,1%,11,-11%,37
CN(C)c1ccc(/C=N/n2c(-c3cccnc3)n[nH]c2=S)cc1,-21%,?,-3,?,?,6%,-14
NC(=O)c1nsc(C(=O)N(CCCN2CCOCC2)C(C(=O)NC2CCCCC2)c2ccc(Cl)cc2)c1N (stereo not given),1%,1%,1,1%,-2,7%,-2
CCN(c1ccccc1)S(=O)(=O)c1ccc(C(=O)N2CCN(c3ccccc3)CC2)cc1,59%,/,/,-22%,5,/,/
O=C(CCC(=O)N1CCN(c2cccc(Cl)c2)CC1)N1CCN(c2ccccc2)CC1,183%[activator],-9%,-3,-3%,-36,1%,-14
C/C(=N\NC(=S)NC1CCCCC1)c1cccc(Br)c1,-18%,2%,1,0%,88,9%,-9
NC(=O)N1CC(O)CC1C(=O)Nc1ccc(Cl)c(Cl)c1 (stereo not given),-15%,-11%,-4,12%,66,0%,-1

# Compound activity as filed in PubChem.
